Redox H2O2 prof – compounds producing H2O2 with reducing agent – biochemical, NIH compound library profiling, artefact control for MLSCN library redox annotation, primary screen; DTT-dependent redox cycling H2O2, phenol red/HRP absorbance; 100% = 100 µM peroxide control, 0% = buffer; 200,000 compounds, 0.03% hits; AID 878; activation, % at 10 µM;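 active means activation of at least 50% relative to the plate's high and low controls in the primary single-dose screen; inactive means activation below 50%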;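 further: compound incubated with DTT at 0.8 mM final as the reducing agent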
STAT1 act – increases IFN-gamma driven STAT1 reporter signal. NIH 3T3 STAT1-luciferase reporter, luminescence; 100% = IFN-gamma alone, no compound. activation (% of control), % at 5.5 µM. 200,000 compounds, 2.6% hits. AID 932;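 active means activation above the screen-wide mean activation plus 3 SD, cut at about 130% in these data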;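 further: raw ratio to IFN-gamma control signal so 100% means no change and 0% no light; values of inactives mirror those of a sister screen read the other way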
STAT3 inh – STAT3 signaling inhibition | U3A cells, IL-6 STAT3-luciferase reporter, luminescence; host cell line lacks STAT1 | inhibition, % at 5.5 µM | 190,000 compounds, 0.89% hits | AID 862;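 active means inhibition above the mean inhibition across all screened compounds plus 3 SD, cut at about 44% in these data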;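 further: 0% = DMSO only wells and 100% = 100 µM nifuroxazide control wells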
STAT3 activator – activators of IL-6 induced STAT3 signaling | AID 871 | U3A cells, IL-6 STAT3-luciferase reporter, luminescence; 100% = signal with IL-6 EC80 alone | activation (% of control), % at 5.6 µM | 190,000 compounds, 0.91% hits;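 active means activation above the screen-wide mean of compound activation plus 3 SD, cut at about 130% in these data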;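 further: 0% = background luminescence of wells with medium and substrate only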
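Test system: human U3A cells carrying STAT3-luciferase construct; control set: IL-6-only wells as 100% reference; timing: compound pre-incubation 1 h before IL-6, then 6 h stimulation at 37 °C; also added: IL-6 stimulus at 33 ng/mL final; evaluation: % activation versus median of IL-6-stimulated wells; detection: reporter luminescence signal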
NF-kB expr up – compounds increasing NF-kB expression in human neuronal cells | NF-kB reporter expression; stronger effect = higher value | fold change at 12.5 µM | AID 1239 | 190,000 compounds, 1.6% hits; in the data active means fold change above about 3.3
APP 5'UTR act – APP 5'UTR luciferase reporter activation | SH-SY5Y APP 5'UTR luciferase reporter, luminescence; zero percent = DMSO vehicle wells | activation, % at 2 µM | 190,000 compounds, 1% hits | AID 1276;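 active means activation above a set limit, based on mean plus 3 SD of controls, cut at about 140% in these data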; further: values of inactives mirror those of a sister screen read the other way
STAT1 blocker – reduces IFN-gamma driven STAT1 reporter signal; 200,000 compounds, 0.35% hits; AID 920; inhibition, % at 5.5 µM; NIH 3T3 STAT1-luciferase reporter, luminescence;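 active means inhibition above a set limit, the mean inhibition across all tested compounds plus 3 SD, cut at about 34% in these data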;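 further: 0% = IFN-gamma with DMSO and 100% = IFN-gamma with 300 µM nifuroxazide; values of inactives mirror those of a sister screen read the other way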
TLR4 MyD88 comp – blocks binding of human TLR4 to MyD88; 200,000 compounds, 0.18% hits; O00206+Q99836; HeLa CL3-4 TLR4/MyD88 BLA complementation, FRET ratio; inhibition, % at 8.4 µM; in the data active means inhibition above about 25%;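 further: 0% = vehicle and 100% = reference inhibitor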
Hsp70 act – switches on Hsp70 transcription. activation, % at 10 µM. 200,000 compounds, 0.04% hits. AID 1203. HeLa Hsp70 promoter luciferase reporter, luminescence; scaled: vehicle 0, proteasome-inhibitor control 100%;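 active means activation above the mean across all tested compounds plus 3 SD, cutoff set per campaign, cut at about 5.5% in these data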;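 further: 100% = MG132 at 30 µM as the positive control and 0% = DMSO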
Efa HMGR inh – blocks class II HMG-CoA reductase of Enterococcus faecalis. purified E. faecalis HMGR, NADPH absorbance 340 nm kinetic. inhibition, % at 10 µM. 190,000 compounds, 0.41% hits. AID 1066;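 active means inhibition above a set limit, the median over all tested compounds plus 3 SD, cut at about 9.5% in these data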;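 further: enzyme runs in reverse so mevalonate oxidation gives rising NADPH absorbance; 0% = complete reaction with DMSO and 100% = background rate lacking mevalonate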
An asterisk follows results filed as active; / = not tested or not shown.

SMILES	Redox H2O2 prof	STAT1 act	STAT3 inh	STAT3 activator	NF-kB expr up	APP 5'UTR act	STAT1 blocker	TLR4 MyD88 comp	Hsp70 act	Efa HMGR inh
CCOC(=O)c1nn(-c2ccc(F)cc2)c(C)c1C(C)=O	0.2	97	-3	108	1.2	-15	3	16	-0.3	-4
O=C(CCOc1ccccc1)Nc1ccccc1	0.2	107	-6	106	1.6	6	-8	-3	0.3	-4
COc1ccc(-c2nc3n(n2)C(=O)CC(c2ccco2)S3)cc1 (configuration not stated)	0.8	104	9	98	0.94	-4	-6	-11	-0.1	2
CC(=O)OCC1(C)CN(c2ccccc2)N(C(C)=O)C1=O (configuration not stated)	-2.0	94	-8	109	1	18	6	-1	-0.1	-4
O=C(O)CC(C(=O)O)N1C(=O)/C(=C/c2ccc(-c3nc4ccccc4s3)o2)SC1=S (configuration not stated)	0.7	105	13	96	1.1	25	-6	2	-0.4	1
COc1ccc(C(=O)N(c2ccccn2)C2CCCCC2)c(OC)c1	-0.2	93	4	98	1	-1	6	-9	-0.1	6
Clc1ccc(CSc2nnc(-c3sccc3-n3cccc3)o2)cc1	-6.8	104	11	93	1.4	8	-4	8	-0.3	-3
O=C(CSc1nc2cc(Cl)ccc2o1)c1cccs1	-2.6	117	7	100	1.7	24	-17	10	-0.2	-1
CCOC(=O)N1CCN(CC(O)c2ccc3cc[nH]c3c2)CC1 (configuration not stated)	-1.5	97	2	106	1.1	12	3	-12	-0.3	-11
COCCNCC(=O)NCC12CC3CC(CC(C3)C1)C2	0.6	99	-1	101	1.1	-1	1	-9	-0.2	-2
COc1ccccc1-n1c(SCc2cc(=O)oc3cc(O)ccc23)nc2ccccc2c1=O	0.3	94	-3	106	0.75	4	6	6	-0.1	3
COc1ccccc1NC1=CC(=O)CC(c2ccccc2)C1 (configuration not stated)	-0.2	87	-7	104	1	-21	14	-10	-0.6	-8
O=C1OCCC1Sc1nnc(-c2ccco2)n1-c1ccccc1 (configuration not stated)	0.0	104	8	96	1	15	-6	-1	-0.2	3
CCOC(=O)c1c(N)n(C2CC(C)(C)NC(C)(C)C2)c2nc3ccccc3nc12	1.6	105	-3	107	0.84	-4	-6	-9	-0.2	0
O=C1C2CCCN2C(c2cccc(Br)c2)N1c1ccc(F)cc1 (configuration not stated)	-1.9	97	-4	107	1	-7	3	8	-0.5	2
NS(=O)(=O)c1cccnc1Nc1cccc(Cl)c1Cl	0.1	106	-5	104	1.3	10	-6	-4	-0.3	1
C/C(Cn1cnc([N+](=O)[O-])n1)=N\NC(=O)c1ccc(O)cc1O	-0.9	99	1	102	1.3	28	-1	15	-0.4	-4
O=C(CSc1nc2ccccc2s1)NNC(=O)Nc1ccc(Cl)c(Cl)c1	-4.0	98	4	105	0.97	12	-7	-3	-0.3	3
CC(O)CC(C(=O)NNc1ccccc1)C(=O)NNc1ccccc1 (configuration not stated)	-0.1	101	6	99	1.2	8	-5	7	-0.1	-2
COc1cccc(C2(O)CCN(C(=O)C3CC3)CC2)c1	1.6	103	3	99	1.2	-11	-3	3	-0.2	-1
C=C(C)C1CC=C(C)/C(=N/Nc2ccccc2[N+](=O)[O-])C1 (configuration not stated)	0.9	106	-7	110	0.94	2	-6	6	-0.3	-5
CCCCc1[nH]c(=O)c(C#N)c2c1CCCC2	0.9	93	-1	104	0.99	-1	8	-1	0.1	0
Cc1cc(C)n(/C(=C\N(C)C)C(=O)c2ccc(Cl)cc2)n1	-1.7	106	8	96	0.99	19	-7	-9	-0.1	-3
C=CCN1C(=O)N/C(=C/c2ccccc2OCC(=O)Nc2ccc(F)cc2)C1=O	-0.4	99	1	97	1.4	10	3	1	-0.1	-1
O=C(CN1CCN(S(=O)(=O)c2ccc(F)cc2)CC1)Nc1ccc(Cl)c(C(F)(F)F)c1	1.9	98	3	104	0.64	8	2	3	-0.3	0
CCOC(=O)c1c(CC(C)C)csc1N	-2.1	104	-2	104	1.2	12	-5	-4	-0.1	-2
COc1ccc(CN(C(=O)c2cc3ccccc3oc2=O)C2CCCCC2)cc1OC	0.4	119	0	103	0.89	63	-12	2	0.1	-6
CC(c1ccon1)N(C)Cc1cn(Cc2ccccc2)nc1-c1ccc2c(c1)OCO2 (configuration not stated)	-1.2	102	0	104	0.67	-14	-3	6	-0.2	-7
Cn1cnnc1SCC(=O)NNC(=O)COc1ccc(Br)cc1	0.7	101	8	100	1.2	-20	0	-7	-0.1	8
C=CCN=C1CC(C)(C)CC(=O)/C1=C(/O)CCC(=O)OC	-0.4	97	4	99	0.9	4	3	-12	2.5	-9
CCNc1oc(-c2cccc3ccccc23)nc1C#N	2.6	117	11	90	1.3	12	-19	-3	-0.5	-3
CCS(=O)(=O)N1CCCC(C(=O)NC2CCCC2)C1 (configuration not stated)	-0.1	100	6	101	1.1	11	-1	-4	0.2	-2
Cc1nnc(Oc2ccccc2)c2ccccc12	-1.7	111	26	80	1.8	26	-12	-1	0.3	0
O=S(=O)(c1ccc(NC(=S)N/N=C/c2cccc(Oc3ccccc3)c2)cc1)N1CCOCC1	0.4	96	10	96	1.2	25	2	10	-0.3	-1
N#CC(C#N)=Cc1cc2ccccc2nc1N1CCOCC1	0.2	104	-6	108	1.1	-7	-5	-13	-0.1	14*
CCn1c(=O)c(-[n+]2ccccc2)c(O)c2ccccc21	-0.1	102	-2	108	1.3	-5	-2	6	-0.6	1
O=C(CSc1nnc(-c2ccccc2)n1Cc1ccco1)Nc1ccc(S(=O)(=O)N2CCCC2)cc1	2.0	93	-4	106	0.59	16	8	-2	-0.4	-6
NC(=O)Cn1c(=O)n(CCCC(=O)NC2CCN(Cc3ccccc3)CC2)c(=O)c2ccccc21	-0.1	111	-1	101	1	2	-5	5	-0.5	-1
COc1cc(C(C[N+](=O)[O-])c2c(-c3ccccc3)cc3ccccn23)cc(OC)c1OC (configuration not stated)	0.0	102	11	89	1.5	20	-2	7	-0.2	-5
COc1ccc(/C=C2\SC(=S)N(NC(=O)c3ccncc3)C2=O)cc1OC	-0.5	111	5	104	0.85	14	-11	-9	0.6	-1
CCOc1cc(/C=N/NC(N)=O)cc(Br)c1OCC(=O)Nc1ccccc1C	-0.1	93	1	99	0.52	13	7	9	-0.3	-5
O=[N+]([O-])c1ccc(N2CCCC2)cc1NC(c1ccccc1)c1ccccc1	1.4	106	1	100	1.2	0	-6	1	0.1	0
O=C(Nc1nccs1)C1C2/C=C\CCCCC21 (configuration not stated)	-0.3	97	3	101	1.3	2	3	4	-0.2	1
Cc1cnc(SCc2cnc(C)nc2N)nc1	-0.6	103	-2	103	1.4	-1	-2	2	-0.2	-3
COc1ccc(C(=O)O)cc1Nc1cc(C)nc2ncnn12	0.8	101	15	92	1.1	-11	-1	-3	-0.1	-3

Efa HMGR inh: what is marked active above.
Molecule | Redox H2O2 prof | STAT1 act | STAT3 activator | NF-kB expr up | APP 5'UTR act | STAT1 blocker | TLR4 MyD88 comp | Hsp70 act | Efa HMGR inh
N#CC(C#N)=Cc1cc2ccccc2nc1N1CCOCC1 | 0.2 | 104 | 108 | 1.1 | -7 | -5 | -13 | -0.1 | 14*

(cont.)
SMILES	Redox H2O2 prof	STAT1 act	STAT3 inh	STAT3 activator	NF-kB expr up	APP 5'UTR act	STAT1 blocker	TLR4 MyD88 comp	Hsp70 act	Efa HMGR inh
Cc1cccc(OCC(=O)OCC(=O)c2c(N)n(C)c(=O)n(C)c2=O)c1	1.6	99	6	98	1.2	1	1	-7	-0.1	-8
CSc1nc(-c2ccccc2)nc(NC(=O)C(C)C)c1C(C)=O	-0.5	93	9	99	1	-54	8	-14	-0.1	2
COc1ccc(-c2ocnc2C(=O)N2CCN(C(c3ccccc3)c3ccccc3)CC2)cc1	-0.7	94	-1	102	1.1	6	5	3	-0.3	-3
Cc1sc2ncn(CC(=O)NCCN3CCOCC3)c(=O)c2c1S(=O)(=O)N1CCC(C)CC1	0.1	109	5	101	1.1	-7	-10	-4	-0.5	-11
O=C(Nc1ccc([N+](=O)[O-])cn1)c1cc(-c2cccc(Br)c2)nc2ccccc12	-0.7	94	2	101	0.69	1	6	-17	-0.3	-2
COc1ccc2c(c1OC)C(=O)N1c3ccccc3COC21 (configuration not stated)	-0.4	148*	12	93	4.4*	82	-52	21	-0.1	2
CCC(c1ccccc1)c1nc(-c2cccnc2)no1 (configuration not stated)	0.5	100	-8	107	1.2	-1	0	3	-0.3	-1
CCC(C)[C@@H](CN(N=O)[C@@H](Cc1ccccc1)CN(C)N=O)N(CCc1ccccc1)N=O (some centres not stated)	-1.1	97	/	/	0.64	-10	5	-13	-0.2	0
CCOC(=O)C1=CN(Cc2ccc(OC)cc2)C=C(C(=O)OCC)C1c1cccs1	-0.8	73	11	94	0.75	3	27	9	-0.2	-1
C=CCn1c(=O)/c(=C2/Sc3cc(OC)ccc3N2C)s/c1=C1\C(=O)N(CC)C(=S)N1C	0.0	117	18	89	1.2	-1	-18	18	0.1	-4
COc1ccc(CCNC(=O)CSCc2ccc(C)cc2)cc1OC	2.4	125	1	108	/	-15	-28	-7	-0.3	/
COC(=O)c1c(C(=O)OC)c(-c2ccc(Cl)c(Cl)c2)n2c1CCC2	1.2	101	14	93	1	8	-1	-5	-0.3	-1
CCCCc1ccc(-c2csc(/C(C#N)=C/c3ccco3)n2)cc1	1.2	121	-8	106	1.2	-1	-24	6	-0.4	-1
COc1ccc2[nH]c3c(=O)n4c(nc3c2c1)SCCC4	0.4	66	25	83	1.1	13	37*	2	-0.1	-2
COc1cc(/C=C2\C(=O)N(c3ccc(S(N)(=O)=O)cc3)N=C2C)ccc1OC(=O)c1ccco1	7.8	98	1	101	1.8	28	1	2	-0.3	4
COc1cc(C(=S)N2CCOCC2)cc(OC)c1OS(=O)(=O)c1ccc(NC(C)=O)cc1	0.2	100	9	98	1	8	0	-4	-0.3	1
Nc1[nH][nH]c(=O)c1N=Nc1cccc(Cl)c1	0.0	113	12	92	1.1	6	-16	-4	-0.4	7
Cc1ccc(NC(=O)CN2C(=O)COc3ccc(C)cc32)nc1	-1.6	101	9	98	2.6	0	-1	-3	-0.4	-4
CCOC(=O)C1(Cc2cccc(Cl)c2)CCCN(C(=O)CCC(=O)N(C)C)C1 (configuration not stated)	-1.1	90	8	97	1.4	12	9	-1	-0.4	-3
CCCOc1ccc(C(=O)NCC(c2ccco2)N(C)C)cc1OC (configuration not stated)	1.1	104	-4	102	1.1	22	-4	-2	-0.3	1
Cc1nn(C)c(Cl)c1CN1CCN(CC(C)C)C(CCO)C1 (configuration not stated)	0.9	102	-3	114	1.4	7	-3	-6	0.1	0
N#C/C(=C\c1ccc(-c2ccccc2)o1)C(=O)Nn1cnnc1	-10	101	-8	107	1.4	-1	-1	0	-0.2	-5
